# HCMV antiviral: human cytomegalovirus inhibition | 410,000 compounds, 4.5% hits | AID 1259415 | HFF cells, HCMV-luciferase reporter, 72 h; stronger effect = lower value | activity change, negative = inhibition, % at 57.5 µM; in the data active = activity change below about -60%; inconclusive = no clear call, values can overlap the other calls; inactive = above about -39%
#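 Screen run at 2 compound doses on HFFs infected with reporter HCMV, MOI 1 PFU/cell. Luciferase activity from cell lysates at 72 h post infection gave inhibition relative to buffer-only and Salinomycin wells.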
# LmPK inhibitor: LmPK (Leishmania mexicana) enzyme inhibition; 290,000 compounds, 0.37% hits; Potency, µM (top dose mostly 57.5 µM), inactives show at the highest dose activity change, negative = inhibition, hits mostly inhibitors; purified LmPK, Kinase-Glo ATP luminescence, 1 h; note: potency is the fitted concentration of half-maximal effect
# Target sequence (Q27686 whole entry, looked up): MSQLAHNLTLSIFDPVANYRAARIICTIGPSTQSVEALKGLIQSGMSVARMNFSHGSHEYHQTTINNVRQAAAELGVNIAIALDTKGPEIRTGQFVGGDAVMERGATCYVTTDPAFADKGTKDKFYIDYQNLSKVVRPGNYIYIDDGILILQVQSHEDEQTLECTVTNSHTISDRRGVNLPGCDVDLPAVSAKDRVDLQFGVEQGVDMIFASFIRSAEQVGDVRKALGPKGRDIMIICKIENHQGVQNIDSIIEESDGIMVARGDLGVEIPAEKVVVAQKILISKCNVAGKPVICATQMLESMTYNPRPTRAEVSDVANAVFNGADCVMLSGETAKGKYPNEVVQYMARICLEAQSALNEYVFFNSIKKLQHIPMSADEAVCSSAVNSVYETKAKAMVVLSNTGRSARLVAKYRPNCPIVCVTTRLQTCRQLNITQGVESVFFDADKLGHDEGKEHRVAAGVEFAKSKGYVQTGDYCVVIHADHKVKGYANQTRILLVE
#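 qHTS format; LmPK 0.1 nM; substrates PEP 0.5 mM and ADP 0.1 mM. One-hour room-temperature incubation, then coupled luciferase luminescence; 0.5 nM enzyme wells mark activation.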
# AMA1-RON2 inh: AMA1-RON2 (P. falciparum) interaction inhibition. Potency, µM (titrated, usually from 58.2 µM), for the others: top-dose activity change, negative = inhibition, actives largely listed as inhibitors. AID 720542. AlphaScreen AMA1-biotinylated RON2 peptide binding. 360,000 compounds, 0.2% hits;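 note: potency is the fitted concentration of half-maximal effect; 0% = vehicle wells and -100% = peptide control; nearly all actives have a fitted effect of over 45% in size; some results filed as inactive show a strong effect at the top dose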
#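 AMA1 (3D7) with his tag at 25 nM final met compounds first, then biotinylated RON2 peptide at 25 nM; detection used donor plus acceptor beads, 10 µg/mL apiece, read by AlphaScreen after 30 min at room temperature.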
# AmpC no deterg: inhibitors of E. coli AmpC beta-lactamase without detergent. P00811. AmpC nitrocefin hydrolysis, absorbance 480 nm, 0.0001% Triton. Potency, µM (highest dose often 57.1 µM), for the others: at the highest dose activity change, negative = inhibition, usual class: inhibitors. 330,000 compounds, 0.52% hits. AID 485341;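 note: potency is the fitted concentration of half-maximal effect; plate controls were no compound for no effect and no enzyme for full effect; nearly all actives have a fitted effect of over 20% in size; some results filed as inactive show a strong effect at the top dose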
# Target sequence (P00811 whole entry, looked up): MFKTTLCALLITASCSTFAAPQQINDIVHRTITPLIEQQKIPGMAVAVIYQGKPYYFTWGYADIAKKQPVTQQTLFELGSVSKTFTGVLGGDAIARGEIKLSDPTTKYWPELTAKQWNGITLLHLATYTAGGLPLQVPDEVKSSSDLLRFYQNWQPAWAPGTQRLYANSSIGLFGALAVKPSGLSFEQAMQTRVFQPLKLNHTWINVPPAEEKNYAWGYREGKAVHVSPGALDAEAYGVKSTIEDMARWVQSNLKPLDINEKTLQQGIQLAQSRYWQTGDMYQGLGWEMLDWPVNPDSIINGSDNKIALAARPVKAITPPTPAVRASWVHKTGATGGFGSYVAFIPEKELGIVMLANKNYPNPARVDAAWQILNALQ
#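 20 mM phosphate pH 7.0 + 0.01% (detergent screen) or 0.0001% Triton X-100; 5.3 nM AmpC reagent; cpd preinc 15 min RT; nitrocefin (800 uM stock) to start; A480 q20 s × 4 min; Activity was normalised to no-enzyme and no-compound control wells.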
# Tb PYK inh: blocks Trypanosoma brucei pyruvate kinase; Potency, µM (top dose mostly 76.8 µM), for the others: at the highest dose activity, negative = inhibition, most hits filed as inhibitors; Q57TT1; TbPYK enzyme, Kinase-Glo Plus ATP luminescence, 45 min; AID 624173; 410,000 compounds, 0.12% hits; note: potency is the fitted concentration of half-maximal effect; nearly all actives have a fitted effect of over 50% in size
#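 Quantitative HTS: titrated library compounds versus trypanosomal pyruvate kinase in TEA buffer (pH 7.2) containing KCl, MgCl2, BSA and Tween-20. Reactions were initiated with ADP, 130 uM final. Kinase-Glo Plus luminescence was read after 45 min at RT.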
# Sm TGR block: inhibitors of Schistosoma mansoni thioredoxin glutathione reductase. 360,000 compounds, 3% hits. purified TGR, DTNB reduction, TNB absorbance 405 nm. Q962Y6. Potency, µM (doses to about 114 µM), without a hit: top-dose activity change, negative = inhibition, hits mostly inhibitors; note: potency is the fitted concentration of half-maximal effect; nearly all actives have a fitted effect of over 60% in size
#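 Kinetic colorimetric format: TGR-catalysed, NADPH-driven DTNB reduction monitored via TNB absorbance. Enzyme dispensed at 20 nM; compound exposure 15 min at room temperature before reaction start.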
# AmpC inh detg: AmpC beta-lactamase inhibition with detergent present; AmpC hydrolysis of nitrocefin, absorbance 480 nm, 0.01% Triton; Potency, µM (doses to about 114 µM), for inactives: at the top dose activity change, negative = inhibition, usual class: inhibitors; 370,000 compounds, 0.041% hits; AID 485294;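 note: potency is the fitted concentration of half-maximal effect; 0% = no-compound wells and -100% = no-enzyme wells; nearly all actives have a fitted effect of over 25% in size; some results filed as inactive show a strong effect at the top dose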
#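 20 mM phosphate pH 7.0 + 0.01% (detergent screen) or 0.0001% Triton X-100; 5.3 nM AmpC reagent; cpd preinc 15 min RT; nitrocefin (800 uM stock) to start; A480 q20 s × 4 min; Activity was normalised to no-enzyme and no-compound control wells.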
# * = called active by the depositor; ? = inconclusive; / = no result given; [ ] = remark or other dose. Unless noted, calls come from the whole dose curve; as a rule, active = well fitted curve in the direction sought with a large enough effect; inconclusive = small, poorly fitted or top-dose-only effect, or another doubt; inactive = no such curve, though single readings can be large; an effect the other way counts as inactive or inconclusive. Unless noted, % is set by controls: 0 for no effect and ±100 for the full control effect.
SMILES,HCMV antiviral,LmPK inhibitor,AMA1-RON2 inh,AmpC no deterg,Tb PYK inh,Sm TGR block,AmpC inh detg
Cc1cc(NC(=O)CSc2nncn2-c2ccccc2)no1,0,6%,10%,-13%,1%,-12%,-2%
O=C1N=C(c2ccccc2)S/C1=C\c1cccs1,17,0%,10%,-34%,7.9µM*,4µM*,-16%
Cc1sc(NC(=O)c2cccc(N3C(=O)CCC3=O)c2)nc1-c1ccccc1,-5,/,?,118%[activator],-2%,0%,-13%
O=C(Nc1ccc(Br)cc1)N1C[C@H]2C[C@@H](C1)c1cccc(=O)n1C2,12,-8%,-4%,-16%,-3%,-5%,-7%
CC(=O)N1CCN(C(=O)c2ccc(NS(=O)(=O)c3cc(C)ccc3C)cc2)CC1,-7,/,4%,0%,7%,0%,-10%
N#Cc1cccc(-n2nnnc2-c2ccc3c(c2)OCO3)c1,-13,5%,15%,-5%,-4%,0%,?
COC(=O)C[C@H]1C[C@H]2c3cc(NS(=O)(=O)c4cccc(OC)c4)ccc3O[C@H]2[C@@H](CO)O1,-13,/,-2%,/,3%,/,/
COc1ccc(CCNC(=O)CSc2n[nH]c(C)c2[N+](=O)[O-])cc1OC,-6,1%,-5%,-17%,-1%,5%,-1%
Cc1cccc(NC(=S)NCCN(C2CCCCC2)C2CCCC2)c1,?,-3%,0%,-10%,-12%,?,?
CCCC(=O)Nc1cccc(NC(=S)NC(=O)C(C)Oc2ccc(Cl)cc2Cl)c1 (stereo not given),?,1%,66%[activator],-24%,-9%,-5%,?
CC1=C(c2ccc(C)c(C)c2)S(=O)(=O)N=C1N1CCN(c2cccc(C(F)(F)F)c2)CC1,-17,/,/,/,-4%,-10%,1%
CC(C(=O)Nc1ccccc1-c1ccccc1)N1CCOCC1 (stereo not given),13,2%,-2%,-9%,0%,-11%,-11%
NS(=O)(=O)c1ccc(NC(=O)COc2ncnc3sccc23)cc1,-12,0%,-2%,-23%,1%,-13%,1%
CCCn1c(N)c(C(=O)CSc2n[nH]c(-c3ccccc3F)n2)c(=O)n(C)c1=O,-20,/,17%,-8%,6%,-3%,0%
CSc1nnc(CSc2cc(C)nc(N(C)C)n2)o1,-10,-1%,14%,-6%,-3%,3%,10%
COc1ccc(CCNC(=O)C2(C)CCC(=O)N2CCC(C)C)cc1OC (stereo not given),-100*,2%,3%,-11%,-1%,7%,?
NC(=O)c1ccc(NC(=O)CN2CCN(C(=O)c3ccco3)CC2)cc1,4,-10%,-6%,-14%,4%,-27%,1%
Cn1c(=O)c2c(nc(NCC(O)CO)n2CCc2ccccc2)n(C)c1=O (stereo not given),31,5%,5%,-17%,1%,7%,0%
COc1cccc(Cn2cnc3c(NS(=O)(=O)c4cccc(Cl)c4Cl)c(C)c(C)cc32)c1,-24,0%,-15%,-5%,5%,-7%,0%
Cc1ccc(C)c(NC(=O)Cn2c(=O)n(CC3CCCO3)c(=O)c3ccccc32)c1 (stereo not given),8,/,/,/,8%,3%,14%
CCOc1ccc(N2CC(C(=O)Nc3cccnc3)CC2=O)cc1 (stereo not given),-6,5%,-5%,-13%,2%,-21%,0%
COc1cc(/C=N/NC(=S)N/N=C/c2cc(OC)c(OC)c(OC)c2)cc(OC)c1OC,57,0%,10%,-3%,11%,5%,6%
CCOc1ccc(C(=O)N2CCN(c3cccc(Cl)c3)CC2)cc1,35,0%,18%,65%[activator],-9%,6%,2%
Cc1cc(C)cc(N(C(=O)c2csnn2)C(C(=O)NC2CCCCC2)c2cccnc2)c1 (stereo not given),15,-6%,-21%,36%,-10%,-1%,5%
CC(=O)c1cn(CC(=O)NCC2CCCO2)c2ccccc12 (stereo not given),20,-1%,-8%,-10%,2%,1%,?

# Part of the list above, reformatted:
# Every second line gives: HCMV antiviral	LmPK inhibitor	AMA1-RON2 inh	AmpC no deterg	Tb PYK inh	Sm TGR block	AmpC inh detg
- COc1ccc(CCNC(=O)C2(C)CCC(=O)N2CCC(C)C)cc1OC (stereo not given)
  -100*	2%	3%	-11%	-1%	7%	?
- CC(C(=O)Nc1ccccc1-c1ccccc1)N1CCOCC1 (stereo not given)
  13	2%	-2%	-9%	0%	-11%	-11%

# Continuation.
SMILES,HCMV antiviral,LmPK inhibitor,AMA1-RON2 inh,AmpC no deterg,Tb PYK inh,Sm TGR block,AmpC inh detg
O=C(CN1CCN(Cc2ccccc2)C1=O)NCc1cccs1,-32,1%,7%,-7%,-1%,-7%,?
COc1ccc2oc(=O)cc(CN3CCN(C(=O)c4ccccc4F)CC3)c2c1,?,/,/,/,0%,?,-2%
CC(NC(=O)CCN1C(=O)c2ccccc2C1=O)c1ccccc1 (stereo not given),19,0%,-1%,-2%,0%,-21%,1%
COc1ccc(S(=O)(=O)N2CCOCC2)cc1NC(=O)CCCSc1ccccc1,-33,/,0%,/,-4%,/,/
CCC(=O)NCCc1nc2ccccc2n1CC,10,6%,8%,-85%,-1%,9%,?
O=C(CSc1nc(=O)n(CCCN2CCOCC2)c2c1CCC2)Nc1cccc(F)c1,-38,/,-6%,92%[activator],4%,-8%,0%
OCCCNc1nc(-c2ccccc2)c2cc(Cl)ccc2n1,15,/,14%,/,3%,/,/
CCOC(=O)c1c(C)[nH]c(CCC(=O)NCc2ccc(N(C)C)cc2)c1C,46,/,/,/,-8%,-1%,-3%
CCN1CCN(Cc2nnnn2C(C)(C)C)CC1,-17,0%,1%,-4%,-12%,14%,1%
O=c1cc(CN2CCOCC2)c2cc(Cl)c(O)cc2o1,5,1%,-3%,-16%,3%,-4%,3%
COc1ccccc1CNC(=O)c1ccccc1C(=O)NC(CC(C)C)C(=O)NCc1ccccc1OC (stereo not given),?,1%,-7%,-5%,1%,0%,-2%
COc1cc2ccccc2cc1C(=O)NNC(=O)c1ccccc1O,-91*,-8%,/,-27%,/,0%,-7%
CCOc1cccc(C(=O)Nc2ccc3[nH]ncc3c2)c1,41,-7%,0%,-48%,-1%,8%,?
C=CCSc1nc(-c2ccccc2)c2cc(Cl)ccc2n1,-23,0%,16%,-12%,2%,8%,-11%
Cc1ccc(C(=O)N/C(=C/c2ccco2)C(=O)NCCc2c[nH]c3ccccc23)cc1,-32,-2%,0%[2.32 µM],-52%,0%,-1%,-13%
COc1ccc2c(c1)O[C@H](c1ccc3c(c1)OCO3)[C@@H](OC(=O)Nc1cc(OC)c(OC)c(OC)c1)C2=O,/,2%,/,81%[activator],/,-11%,?
COC(CNC(=O)c1ccc(CS(=O)(=O)c2ccc(Br)cc2)o1)OC,-37,5%,0%,0%,0%,-13%,-4%
Cc1cnc(C)c(N(C)NC(=S)Nc2ccccc2)n1,-16,0%,24%,-10%,3%,0%,?
O=C(/C=C/c1cccc(Br)c1)NCc1ccncc1,?,-3%,6%,-42%,3%,3%,-2%
O=c1c2ccccc2[nH]c(=S)n1C1CCCCC1,-25,-4%,48%[activator],-18%,-11%,-18%,-16%
COc1cccc(N2CCN(C(=O)c3cc4cc(Cl)ccc4[nH]3)CC2)c1,4,3%,0%,0%,4%,-1%,0%
C=CCN(c1ccccc1)S(=O)(=O)c1ccc(Cl)c(C(=O)OCC(=O)NCCCN2CCCC2=O)c1,-16,-3%,6%,217%[activator],0%,8%,-2%
Cc1nn(CCCC(=O)Nc2cccc(C(F)(F)F)c2)c(=O)c2nn(-c3ccccc3)c(C)c12,-21,/,/,/,-2%,9%,3%
CCN1CCN(Cc2ccc(NC(=O)c3cc(NC(=O)c4nccnc4N)cc(OC)c3)cc2C(F)(F)F)CC1,-1,5%,-8%,62%[activator],0%,13%,6%
COc1ccc(CCNC(=O)c2cnc(C)cn2)cc1,/,-6%,-4%,-13%,2%,-4%,-2%

# Retrieved by compound from above (4):
SMILES,HCMV antiviral,LmPK inhibitor,AMA1-RON2 inh,AmpC no deterg,Tb PYK inh,Sm TGR block,AmpC inh detg
CCN1CCN(Cc2ccc(NC(=O)c3cc(NC(=O)c4nccnc4N)cc(OC)c3)cc2C(F)(F)F)CC1,-1,5%,-8%,62%[activator],0%,13%,6%
C=CCN(c1ccccc1)S(=O)(=O)c1ccc(Cl)c(C(=O)OCC(=O)NCCCN2CCCC2=O)c1,-16,-3%,6%,217%[activator],0%,8%,-2%
O=C(CSc1nc(=O)n(CCCN2CCOCC2)c2c1CCC2)Nc1cccc(F)c1,-38,/,-6%,92%[activator],4%,-8%,0%
COc1ccccc1CNC(=O)c1ccccc1C(=O)NC(CC(C)C)C(=O)NCc1ccccc1OC (stereo not given),?,1%,-7%,-5%,1%,0%,-2%

# Following part:
SMILES,HCMV antiviral,LmPK inhibitor,AMA1-RON2 inh,AmpC no deterg,Tb PYK inh,Sm TGR block,AmpC inh detg
CCOC(=O)N1CCN(C(=O)CCc2ccc(S(=O)(=O)NCCc3ccccc3)cc2)CC1,-15,6%,4%,97%[activator],-7%,-5%,-10%
O=C(CN1CCN(c2ncc(C(F)(F)F)cc2Cl)CC1)NC(=O)NCc1ccccc1,-13,5%,-3%,2%,-2%,-24%,-14%
CN(CC(=O)Nc1ccccc1Cl)C(=O)COC(=O)c1nc(Cl)ccc1Cl,-12,/,-1%,-10%,-2%,0%,0%
CSCCC(NC(=O)c1ccco1)C(=O)NC1CCCCCC1 (stereo not given),-9,/,-21%,?,1%,-3%,?
Cn1cc(Cl)c(C(=O)Nc2nccs2)n1,-24,-3%,6%,-23%,-2%,8%,-1%
COc1ccccc1N1CC(C(=O)Nc2nnc(SCC(=O)N3CCCC3)s2)CC1=O (stereo not given),0,/,-16%,/,-26%,/,/
CC(=O)Nc1ccc(S(=O)(=O)Nc2nc3n(n2)C(c2ccccc2)C=C(c2ccc(Cl)cc2)N3)cc1 (stereo not given),-20,/,/,/,4%,-6%,7%
Cc1[nH]nc(-c2ccc(OCc3cnn(-c4ccccc4)c3)cc2O)c1Oc1ccccc1F,69,-1%,15%,-56%,-7%,0%,-6%
S=C(Nc1ccccc1)N1CCn2cccc2C1c1cccnc1 (stereo not given),-19,-1%,7%,-18%,-6%,-12%,-5%
O=C(CCc1c[nH]c2ccccc12)NCCc1ccc(O)cc1,?,-2%,-7%,-22%,1%,5%,1%
CCCNC(=O)Cn1c(=O)oc2cc(S(=O)(=O)N3CCCC3)ccc21,28,0%,-6%,-31%,-9%,2%,-2%
O=S(=O)(NCCC1=CCCCC1)c1ccc(Br)cc1,-73*,1%,42%[activator],-46%,-6%,5%,5%
Nn1c(SCC(=O)Nc2ccc3c(c2)CCC3)nnc1C1CC1,46,/,-4%,-8%,2%,/,/
CCOc1ccc(N(CCC#N)S(=O)(=O)c2ccc(OC)cc2)cc1,-37,0%,2%,0%,-8%,3%,0%
CN(C)CCCN(C(=O)c1nc2ccccc2s1)c1nc2ccc(F)cc2s1,11,/,2%,/,3%,/,/
